BLM inh – qHTS Assay for Inhibitors of Bloom's syndrome helicase (BLM); RecQ-like DNA helicase BLM (Homo sapiens), P54132; recombinant BLM DNA unwinding, fluorescence dequenching; Potency, µM (titrated, usually from 56.1 µM), without a hit: at the highest dose activity change, negative = inhibition, hits mostly inhibitors; actives 0.2% (n = 350,000);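 also: plate controls were vehicle for no effect and no enzyme for full effect; nearly all actives have a fitted effect of over 35% in size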
Target sequence (P54132 whole entry, looked up): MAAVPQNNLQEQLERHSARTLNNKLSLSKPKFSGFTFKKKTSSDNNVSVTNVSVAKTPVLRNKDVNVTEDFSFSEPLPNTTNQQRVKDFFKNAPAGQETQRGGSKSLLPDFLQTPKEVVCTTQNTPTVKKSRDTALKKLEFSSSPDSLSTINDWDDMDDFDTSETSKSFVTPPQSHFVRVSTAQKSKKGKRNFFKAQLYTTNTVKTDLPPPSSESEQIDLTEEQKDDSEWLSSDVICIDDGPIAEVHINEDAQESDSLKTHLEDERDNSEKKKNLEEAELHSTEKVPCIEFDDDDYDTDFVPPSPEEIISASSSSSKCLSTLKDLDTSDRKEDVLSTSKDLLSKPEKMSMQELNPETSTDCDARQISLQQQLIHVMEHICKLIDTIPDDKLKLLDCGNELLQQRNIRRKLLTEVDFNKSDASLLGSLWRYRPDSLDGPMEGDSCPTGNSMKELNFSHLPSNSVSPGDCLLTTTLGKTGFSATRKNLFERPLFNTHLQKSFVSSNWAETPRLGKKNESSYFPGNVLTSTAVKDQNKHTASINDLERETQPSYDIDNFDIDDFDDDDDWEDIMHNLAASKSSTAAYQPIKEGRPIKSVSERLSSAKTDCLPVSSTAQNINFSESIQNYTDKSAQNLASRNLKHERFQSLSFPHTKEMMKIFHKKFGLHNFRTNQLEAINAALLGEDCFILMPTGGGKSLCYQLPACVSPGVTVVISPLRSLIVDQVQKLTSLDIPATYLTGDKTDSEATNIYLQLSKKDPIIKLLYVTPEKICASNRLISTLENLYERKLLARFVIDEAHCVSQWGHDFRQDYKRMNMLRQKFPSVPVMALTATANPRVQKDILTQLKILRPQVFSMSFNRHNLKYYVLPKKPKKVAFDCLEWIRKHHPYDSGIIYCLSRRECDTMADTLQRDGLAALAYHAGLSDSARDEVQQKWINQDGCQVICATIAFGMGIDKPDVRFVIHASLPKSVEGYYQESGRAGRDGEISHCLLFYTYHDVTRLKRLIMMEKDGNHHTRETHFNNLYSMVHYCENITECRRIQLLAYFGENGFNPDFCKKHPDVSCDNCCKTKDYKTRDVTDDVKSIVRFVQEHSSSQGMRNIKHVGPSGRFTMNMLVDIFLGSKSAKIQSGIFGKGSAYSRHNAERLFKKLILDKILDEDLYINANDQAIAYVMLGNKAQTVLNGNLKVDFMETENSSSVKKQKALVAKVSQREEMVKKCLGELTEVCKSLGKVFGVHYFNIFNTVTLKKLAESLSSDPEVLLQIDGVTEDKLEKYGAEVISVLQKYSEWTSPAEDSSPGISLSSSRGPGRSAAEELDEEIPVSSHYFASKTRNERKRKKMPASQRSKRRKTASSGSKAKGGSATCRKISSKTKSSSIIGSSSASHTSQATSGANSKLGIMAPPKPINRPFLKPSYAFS
POLB inh – qHTS Assay for Inhibitors of DNA Polymerase Beta; P06746; Pol beta primer extension/strand displacement, fluorescence kinetic; Potency, µM (doses to about 114 µM), for inactives: at the top dose activity change, negative = inhibition, usual class: inhibitors; actives 1.3% (n = 340,000); also: % is scaled to controls: 0 for no effect and ±100 for the full control effect
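Homogeneous kinetic assay of primer extension and strand displacement by 10 nM Pol beta, preincubated 15 min at room temperature with compound before 50 nM substrate (final) was added. Read at 0 and 10 min; four-parameter Hill fit.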
POLK inh – qHTS for Inhibitors of Polymerase Kappa. DNA polymerase kappa (Homo sapiens), Q9UBT6. purified Pol kappa, fluorescent DNA synthesis assay, 10 min. Potency, µM (highest dose often 107 µM), for inactives: top-dose activity, negative = inhibition, hits mostly inhibitors. actives 0.53% (n = 400,000); also: % is scaled to controls: 0 for no effect and ±100 for the full control effect
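Pol kappa 10 nM + cpd, 15 min RT; start w/ substrate 50 nM final; fluorescence kinetic read, 0 and 10 min. Neg ctrl: buffer, no enzyme.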
G9a block – qHTS Assay for Inhibitors of Histone Lysine Methyltransferase G9a; Histone-lysine N-methyltransferase EHMT2 (Homo sapiens), Q96KQ7; G9a H3K9 monomethylation, AlphaScreen, 2 h; Potency, µM (highest dose often 102 µM), for the others: top-dose activity, negative = inhibition, actives largely listed as inhibitors; actives 8.8% (n = 350,000); AID 504332, 2011; also: % is scaled to controls: 0 for no effect and ±100 for the full control effect; nearly all actives have a fitted effect of over 75% in size
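G9a (20 nM) preincubated 15 min RT with compounds, then 500 nM biotinylated H3K9 peptide and 20 uM SAM added; 2 h RT reaction. Monomethyl-H3K9 product detected by AlphaScreen with anti-H3K9me1 antibody, streptavidin donor and anti-rabbit IgG acceptor beads.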
POLI inh – qHTS for Inhibitors of Polymerase Iota; DNA polymerase iota (Homo sapiens), Q9UNA4; Pol iota fluorescent replication assay, 10 min; Potency, µM (highest dose often 115 µM), for the others: at the top dose activity, negative = inhibition, usual class: inhibitors; actives 1% (n = 390,000)
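Fluorescent replication assay read twice, at 0 min and 10 min after adding 50 nM (final) substrate. Enzyme (10 nM) and compounds were first incubated 15 min at room temperature; enzyme-free buffer wells were negative controls.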
POLH inh – qHTS for Inhibitors of Polymerase Eta | DNA polymerase eta (Homo sapiens), Q9Y253 | recombinant Pol eta, fluorescent DNA replication assay | Potency, µM (highest dose often 114 µM), for the others: at the top dose activity change, negative = inhibition, most hits filed as inhibitors | actives 1.2% (n = 390,000) | AID 588591, 2011; also: % is scaled to controls: 0 for no effect and ±100 for the full control effect
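Pol eta (10 nM) was preincubated with compounds for 15 min at room temperature, after which fluorescent replication substrate (50 nM final) was added to start the reaction. Fluorescence was read kinetically at 0 and 10 min.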
JMJD2A Tudor inh – qHTS Assay for Inhibitors of JMJD2A-Tudor Domain; AlphaScreen JMJD2A-Tudor / H3K4me3 peptide binding; Lysine-specific demethylase 4A (Homo sapiens), O75164; actives 4.4% (n = 390,000); Potency, µM (titrated, usually from 114 µM), inactives show at the highest dose activity change, negative = inhibition, most hits filed as inhibitors; also: % is scaled to controls: 0 for no effect and ±100 for the full control effect; nearly all actives have a fitted effect of over 50% in size
BAZ2B inh – qHTS Assay for Inhibitors of BAZ2B. Potency, µM (titrated, usually from 114 µM), for the others: top-dose activity change, negative = inhibition, actives largely listed as inhibitors. actives 4.4% (n = 360,000). AlphaScreen BAZ2B-H3K14Ac peptide displacement; also: % is scaled to controls: 0 for no effect and ±100 for the full control effect; nearly all actives have a fitted effect of over 60% in size
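AlphaScreen luminescence quantifies BAZ2B engagement of H3K14Ac peptide; the protein and biotinylated peptide are both at 50 nM final, buffer PBS pH 7.4 with 0.01% Tween-20, all steps at room temperature.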
APE1 inh – qHTS Assay for Inhibitors of the Human Apurinic/apyrimidinic Endonuclease 1 (APE1). AID 2517, 2012. DNA repair nuclease/redox regulator APEX1 (Homo sapiens), P27695. Potency, µM (doses to about 65.8 µM), for the others: at the top dose activity change, negative = inhibition, usual class: inhibitors. actives 0.35% (n = 350,000). recombinant APE1, TAMRA/BHQ-2 abasic DNA cleavage fluorescence;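 also: plate controls were vehicle for no effect and reference inhibitor for full effect; nearly all actives have a fitted effect of over 55% in size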
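Compound pre-exposure to 0.75 nM APE1, 15 min at ambient temperature. Reaction initiated with 50 nM TAMRA/BHQ-2 THF substrate, read immediately in kinetic mode, 525 nm excitation, 598 nm emission.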
The depositor's hits bear a star; ? = inconclusive; . = not tested or not shown; [ ] = dose if it differs, or a comment. Calls follow the shape of the dose curve; as a rule, active = well fitted curve in the direction sought with a large enough effect; inconclusive = small, poorly fitted or top-dose-only effect, or another doubt; inactive = no such curve, though single readings can be large; an effect the other way counts as inactive or inconclusive. Potency is read from the fitted curve at half-maximal effect.

Values in the order: BLM inh | POLB inh | POLK inh | G9a block | POLI inh | POLH inh | JMJD2A Tudor inh | BAZ2B inh | APE1 inh
- Nc1ccc(C(=O)OCC(=O)Nc2ccc([N+](=O)[O-])cc2C(F)(F)F)cc1
→ -4% | -4% | 0% | 0%[59 µM] | 4% | -6% | -33% | -28% | -5%
- Cc1ccc(S(=O)(=O)NCc2ccc(C(=O)NCCCN3CCN(C)CC3)cc2)cc1
→ 1% | 1% | -6% | ? | 21% | 6% | -8% | 5% | 2%
- COc1ccccc1-c1nnc(C2CCN(C(=O)c3cccc(C)c3)CC2)o1
→ 4% | 4% | -2% | -1%[59 µM] | 39%[activator] | -15% | -6% | -11% | .
- COc1ccc(-n2ncc3c(=O)n(CC(=O)NC(C)C)cnc32)cc1
→ -6% | 84% | -5% | 19% | -1% | 4% | -6% | 1% | 3%
- COc1cc2c(cc1OC)CN(C(=O)/C=C/c1cc(OC)c(OC)c(OC)c1)CC2
→ -3% | 10% | -5% | 26%[0.501 µM] | 121%[activator] | -15% | -8% | -32% | -8%
- Cc1ccc(C(=O)NNC(=O)C2CCN(S(=O)(=O)c3ccc(C)cc3)CC2)cc1
→ -2% | -3% | 6% | 13% | 26% | 0% | ? | -8% | 2%
- CCN1CCN(c2csc3ccc(Cl)cc3c2=O)CC1
→ 1% | -1% | 0%[60.1 µM] | -27%[59 µM] | -3% | -16% | -14% | -6% | .
- COc1ccc(C(=O)NC2CCN(C(=S)Nc3ccccc3C)CC2)cc1
→ 0% | 12% | 3% | 9% | 40%[activator] | -11% | 1% | -1% | -10%
- Cc1cc(Nc2cccc(Cl)c2)nc2ccc(NC(=O)c3cccnc3)cc12
→ -11% | -20% | -9% | -26%[59 µM] | -3% | -18% | ? | -37% | .
- CN(C)S(=O)(=O)c1cc(C(=O)NCc2ccccc2)c(Cl)cc1Cl
→ -10% | 7% | -24% | 5%[12.7 µM] | -6% | -7% | -26% | -3% | 3%
- CCOC(=O)CC(c1ccc([N+](=O)[O-])cc1)n1c(C)ccc1C (stereo not given)
→ -6% | 0% | 6% | ? | 44%[activator] | -26% | -34% | 45µM* | 13%
- O=C(O)c1ccc(Cn2cnc3scc(-c4ccccc4)c3c2=O)cc1
→ -11% | -20% | 2% | 4%[59 µM] | 4% | -12% | -14% | -22% | 1%
- CCOC(=O)N1CCN(C(=O)CNS(=O)(=O)c2c(C)cc(C)cc2C)CC1
→ -5% | 10% | 5% | 15% | 69%[activator] | -15% | 5% | -2% | 40%
- CCC(C)NC(=O)/C=C/c1cccs1 (stereo not given)
→ 4% | 5% | -10% | 32%[59 µM] | 202%[activator] | -10% | 2% | 4% | -2%
- Cn1c(N)c(C(=O)CNC2CCCCC2)c(=O)n(C)c1=O
→ . | . | 7% | . | 28% | -14% | -4% | . | .
- CSc1nc2sc3c(c2c(=O)[nH]1)CCC(C)C3 (stereo not given)
→ 0% | 4% | -1% | -21% | 8% | -16% | 2% | -18% | 1%
- COc1ccc(C2C(C(=O)Nc3cccc(C)n3)c3ccccc3C(=O)N2C)cc1OC (stereo not given)
→ -2% | -3% | 0% | -7% | 18% | -11% | 8% | 12% | -5%
- O=C(Nc1ccccc1NC(=O)c1csnn1)c1csnn1
→ -4% | 28% | 3% | . | 54%[activator] | -13% | -9% | -10% | 21%
- COc1ccc(S(=O)(=O)N(C(=O)C(C)C)c2ccc3oc(=O)sc3c2)cc1
→ 1% | -29% | 10% | 7.9µM* | ? | -14% | -21% | ? | 0%
- CC1CCCCN1C(=O)COc1ccc(S(=O)(=O)N2CCCC2)cc1[N+](=O)[O-] (stereo not given)
→ . | . | -3% | 6%[12.7 µM] | 17% | -20% | 2% | 5% | 27%
- O=C(NCCN1CCCC1)c1ccccc1Cl
→ 0% | 0% | 7% | -42% | -11% | -2% | -16% | -4% | 2%
- COc1ccc(S(=O)(=O)Nc2c(NC3CCCCC3)c3ccccc3oc2=O)cc1Cl
→ -8% | 8% | -5% | -14% | -20% | -8% | -16% | -21% | 18%
- COc1ccccc1C(=O)OCC(=O)Nc1ccc(Cl)cn1
→ 1% | -3% | 6% | 8% | 10% | 2% | 4% | 16% | -4%
- Cn1nnc(NC(=S)NC(=O)c2ccccc2)n1
→ -3% | 3% | 2% | 8.9µM* | 105%[activator] | -14% | 5µM* | -24% | 2%
- COc1ccc(-n2nc(C(=O)NCC(=O)N3CCN(c4ccccn4)CC3)c3ccccc3c2=O)cc1Cl
→ 0% | 20% | -1% | -33% | 136%[activator] | -22% | 4% | . | -7%
- COc1ccc(NC(=O)c2ncn[nH]2)cc1
→ -1% | 28% | 0% | -7%[59 µM] | 9% | -2% | -24% | -2% | 20%
- COc1cc(C(=O)Nc2cc(C)c(O)c(-c3nc4ccccc4s3)c2)cc(OC)c1OC
→ -4% | 15% | -5% | -1%[59 µM] | -23% | -4% | -10% | -4% | .
- COc1ccc(CCNC(=O)COC(=O)Cn2cnc3c2c(=O)n(C)c(=O)n3C)cc1
→ . | . | 4% | -2%[59 µM] | 1% | -15% | -10% | 10% | 7%
- O=C1C(Cc2ccccc2)C(c2ccccc2)N1c1ccccc1 (stereo not given)
→ -3% | 1% | 0% | 60%[activator][12.7 µM] | -22% | -15% | 49%[activator] | 24% | 4%
- Cc1ccc(S(=O)(=O)NC(C(=O)Oc2ccc3c(C(F)(F)F)cc(=O)oc3c2)c2ccccc2)cc1 (stereo not given)
→ -7% | 9% | -1% | 7.1µM* | 0% | -4% | -9% | 3% | 6%

Structures listed so far that have a CF3 group, in the order listed:
Values in the order: BLM inh | POLB inh | POLK inh | G9a block | POLI inh | POLH inh | JMJD2A Tudor inh | BAZ2B inh | APE1 inh
- Nc1ccc(C(=O)OCC(=O)Nc2ccc([N+](=O)[O-])cc2C(F)(F)F)cc1
→ -4% | -4% | 0% | 0%[59 µM] | 4% | -6% | -33% | -28% | -5%
- Cc1ccc(S(=O)(=O)NC(C(=O)Oc2ccc3c(C(F)(F)F)cc(=O)oc3c2)c2ccccc2)cc1 (stereo not given)
→ -7% | 9% | -1% | 7.1µM* | 0% | -4% | -9% | 3% | 6%

Other compounds:
Values in the order: BLM inh | POLB inh | POLK inh | G9a block | POLI inh | POLH inh | JMJD2A Tudor inh | BAZ2B inh | APE1 inh
- O=[N+]([O-])c1ccccc1N(S(=O)(=O)c1ccccc1)S(=O)(=O)c1ccccc1
→ . | . | -24% | . | 73%[activator] | -9% | ? | . | .
- O=[N+]([O-])c1ccc(-c2nn(-c3ccccc3)cc2/C=N/n2c(-c3ccncc3)n[nH]c2=S)cc1
→ -4% | 12% | 0% | ? | 1% | -5% | -30% | 1% | -1%
- CCCCNS(=O)(=O)c1ccc(S(=O)(=O)NCc2ccncc2)cc1
→ 2% | -10% | -6% | ? | 1% | 0% | -9% | -1% | 2%
- CN1N=C(C(=O)N2CCCC(C(=O)c3cccc(C(F)(F)F)c3)C2)CCC1=O (stereo not given)
→ -1% | 5% | -6% | 0% | 37%[activator] | -24% | -8% | -13% | 4%
- CCOC(=O)CCCNC(=O)COC(=O)c1cc2ccccc2cc1O
→ 1% | 70% | -12% | ? | 7% | 12% | -3% | -5% | -1%
- OC(CN1c2ccccc2Sc2ccccc21)Cn1nnc2ccccc21 (stereo not given)
→ -7% | -28% | -9% | 20µM* | 10% | -2% | ? | -3% | -5%
- O=C(CSc1nnnn1C1CCCC1)NCCc1ccccc1
→ -4% | -2% | 1% | 25%[12.7 µM] | -3% | -23% | -8% | 1% | -1%
- CCC(=O)Nc1sc(C(=O)N2CCCCC2)c(C)c1C#N
→ 0% | 13% | -9% | -5% | ? | -6% | -12% | -9% | -8%
- Cc1ccc(C(=O)NNC(=O)CSc2nnc3ccccn23)cc1
→ . | . | -1% | . | 76%[activator] | -21% | -8% | . | -17%
- CCOC(=O)CN1C(=O)S/C(=C/c2ccc(C)o2)C1=O
→ -5% | -21% | -15% | 32µM* | 77%[activator] | -12% | -22% | -39% | 34%
- Cc1ccc(S(=O)(=O)/N=C(/c2ccccc2)N2CCOCC2)cc1
→ -5% | 27% | 3% | 11% | -3% | -15% | 5% | -11% | ?
- CC(=O)Nc1ccc(NC(=O)c2nccnc2C(=O)O)cn1
→ -3% | 40% | 0% | 21% | ? | -7% | -9% | 50µM* | -8%
- COc1ccc(C(=O)OCC(=O)N2CCCCCC2)cc1S(=O)(=O)N1CCOCC1
→ . | . | 0% | -10%[59 µM] | 6% | 1% | -13% | 8% | 10%
- O=C(CN1CCOCC1)NCCc1ccccc1
→ 0% | -9% | -1% | -24% | 164%[activator] | -19% | -3% | -7% | 14%
- Cc1c(CCC(=O)O)c(=O)oc2c(C)c3occ(-c4ccc(Cl)cc4)c3cc12
→ -18% | 22µM* | 89µM* | ? | 13µM* | 22µM* | ? | 56µM* | ?
- COc1ccc(CN(Cc2ccc(C(=O)O)cc2)C(=S)Nc2cc(C)cc(C)c2)cc1OC
→ 1% | 24% | -12% | -42% | 16% | ? | -17% | -13% | 5%
- Cc1ccc(C(=O)NCC(=O)OCC(=O)NCCNC(=O)COC(=O)CNC(=O)c2ccc(C)cc2)cc1
→ . | . | -5% | ? | 13% | -21% | -4% | -3% | 25%
- Cc1noc(C)c1CSCC(=O)Nc1nc2ccc(F)cc2s1
→ . | . | -5% | ? | 5% | 0% | -16% | -31% | 0%
- CCC(C)(NC(=O)c1ccccn1)C(=O)NC1CCCC1 (stereo not given)
→ -5% | 40% | 4% | -1%[59 µM] | 35%[activator] | -15% | 3% | -21% | ?
- COc1cc(NC(=O)NCc2ccncc2)cc(OC)c1OC
→ -2% | 14% | -1%[60.1 µM] | -32% | 6% | -10% | -8% | -33% | -2%
- CCOc1ccc(OCC)c(NC(=O)CCC(=O)N2CCOc3ccccc32)c1
→ -2% | 3% | 2% | -10%[59 µM] | 17% | -16% | -5% | 4% | .
- COc1cccc(NC(=S)N/N=C2\CC3CCC2(C)C3(C)C)c1 (stereo not given)
→ -12% | 0% | 1% | -34% | 13% | -18% | ? | ? | -6%

Assay outcomes from PubChem.

These rows are one share of the data; the hit share may differ from the screen's.
